# Growth percent in the NCI-60 one-dose screen (48 h, 10 µM unless noted): 100 = growth as untreated, 0 = no growth, -100 = all killed.
# OVCAR-8: OVCAR-8 ovarian cancer; actives 4.4% (n = 81,000)
# DU-145: DU-145 prostate cancer; actives 4.2% (n = 81,000); AID 1794760
# U251: U251 CNS tumor cells. actives 5.4% (n = 80,000)
# SNB-19: SNB-19 CNS cancer cells; actives 2.5% (n = 81,000); AID 1794751
# SF-539: SF-539 CNS cancer | actives 6.8% (n = 81,000) | AID 1794752
# SF-295: SF-295 CNS cancer cells; actives 5.6% (n = 79,000)
# SF-268: SF-268 CNS cancer cells; actives 3.1% (n = 82,000)
# PC-3: PC-3 prostate cancer cells; actives 3.9% (n = 80,000)
# * = called active by the depositor; · = not tested or not shown; & = joins results of further samples. How the source made its calls: active means growth percent below 10; inactive means the rest.
SMILES,OVCAR-8,DU-145,U251,SNB-19,SF-539,SF-295,SF-268,PC-3
COC(=O)C1(CC(=O)C(C)(C)C)NC(=S)NC(=O)C1C#N (stereo unspecified),105,113,112,103,92,105,99,95
Cc1onc(-c2c(F)cccc2Cl)c1C(=O)Oc1ccccc1,99,116,·,93,103,90,111,61
O=C(CC(C(=O)O)c1ccccc1)c1ccccc1 (stereo unspecified),103,104,100,103,103,96,102,98
O=C(CSc1nnc(-c2ccncc2)o1)N/N=C/c1ccc(Cl)cc1,105,108,104,100,99,100,104,99
Cc1ccc2c(n1)C(=O)C(Cl)=C(Nc1cccc(C(=O)OC(C)(C)C)c1)C2=O,87,95,88,98,105,104,93,72
N#CC1C(=O)c2c([nH]c3ccccc23)C12C(=O)Nc1ccccc12 (stereo unspecified),103,112,102,98,101,106,101,86
CC(=O)c1c(C)n2c(=O)cc(C)c3c(O)c(O)cc1c32,105,130,100,101,117,121,98,89
O=C(O)Cc1ccc([N+](=O)[O-])cc1,98,116,104,113,102,103,108,97
COc1cc2oc(-c3cccc(C(=O)Nc4ccc(Cl)cc4)c3)cc(=O)c2c(OCC(=O)NCC(=O)OC(C)(C)C)c1OC,86,103,98,95,84,101,93,84
COc1ccc(N2C(=O)C3c4[nH]c5ccc(OCc6ccccc6)cc5c4C4CCC(C(C)C)CC4C3C2=O)cc1 (stereo unspecified),·,113,19,104,118,114,97,88
Cc1c(NC(C)C)c(=O)n(-c2ccccc2)n1C,100,111,102,107,103,106,101,103
Cc1cc(C)nc(SCC(=O)Nc2ccc(-c3nc4ccccc4[nH]3)cc2)n1,66,92,96,88,98,111,100,85
Cc1cc(N)c(S(=O)(=O)O)cc1Cl,95,106,93,103,98,102,105,78
CCOC(=O)n1cc(-c2nonc2-c2cn(C(=O)OCC)c3ccc(OC)cc23)c2cc(F)ccc21,85,91,88,87,94,69,85,68
COc1ccc(-c2cc(-c3cccs3)c3c(=O)[nH]c(SCC(=O)Nc4ccc(S(N)(=O)=O)cc4)nc3n2)cc1,100,99,98,89,96,89,95,89

# Three compounds from above, arranged by length of the SMILES, descending:
SMILES,OVCAR-8,DU-145,U251,SNB-19,SF-539,SF-295,SF-268,PC-3
COC(=O)C1(CC(=O)C(C)(C)C)NC(=S)NC(=O)C1C#N (stereo unspecified),105,113,112,103,92,105,99,95
Cc1c(NC(C)C)c(=O)n(-c2ccccc2)n1C,100,111,102,107,103,106,101,103
Cc1cc(N)c(S(=O)(=O)O)cc1Cl,95,106,93,103,98,102,105,78

# Continued.
SMILES,OVCAR-8,DU-145,U251,SNB-19,SF-539,SF-295,SF-268,PC-3
COc1cccc(N2C(=O)CSC2=S)c1,102,92,90,89,90,107,102,80
C#CCN1C(=O)/C(=c2\sc3n(c2=O)NC2C(N=3)N(CC)C(=O)N2CC)c2ccccc21 (stereo unspecified),67,41,94,89,39,87,76,47
COc1ccc(OC)c2c1[nH]c(=O)c1c3ncccc3cn21,17,26,22,30,37,-3.6*,34,34
CCOC(=O)CC1CSC(Nc2cc(C(F)(F)F)cc(C(F)(F)F)c2)=N1 (stereo unspecified),102,118,96,100,108,91,102,91
CC(=O)Oc1ccc(C(C)=O)cc1,86,114,87,102,99,101,103,85
COc1c(O)cc2oc3cc(O)c(CC=C(C)C)c(O)c3c(=O)c2c1CC=C(C)C,55,62,48,96,89,56,58,41
Cc1c(C(=O)N[C@@H](Cc2ccccc2)C(=O)C(=O)NCc2ccccc2)oc2cc(O)ccc2c1=O,105,129,104,101,102,106,117,103
CC1(C)CC[C@]2(C(=O)N[C@@H](Cc3ccccc3)C(=O)O)CC[C@]3(C)C(=CC[C@@H]4[C@@]5(C)Cc6c([nH]c7ccccc67)C(C)(C)[C@@H]5CC[C@]43C)[C@@H]2C1,69,94,63,79,96,66,84,52
COc1cc(C(=O)OC2c3ccccc3CCC2N(C)C)cc(OC)c1OC (stereo unspecified),90,108,92,98,105,93,93,97
CC(=O)N=C1N(/C=C2\C(=O)Oc3ccccc3C2=O)C(=O)/C(=C/c2ccc(OC(C)=O)cc2)N1C,98,·,98,103,113,115,96,100
COc1ccc2nc3ccccc3[n+]([O-])c2c1,105,108,89,90,91,86,92,110
Cc1ccc(/C=C2\C(=O)N(C)c3ccc(-c4ccc(C(C)(C)C)cc4)cc32)s1,103,106,108,107,96,93,103,89
Cc1ccc(C(=O)C2=Cc3cc4ccccc4n3Cc3cnnn32)cc1,106,113,100,93,111,114,101,88
CCCc1cccc(CCC)c1NC(=O)Nc1cc(Cl)cc(Cl)c1,101,107,101,100,92,109,95,101
COc1cccc2oc(-c3ccc(O)cc3)cc(=O)c12,90,97,72,81,83,106,77,76

# Some of these compounds in order of SMILES length, rising.
SMILES,OVCAR-8,DU-145,U251,SNB-19,SF-539,SF-295,SF-268,PC-3
CC(=O)Oc1ccc(C(C)=O)cc1,86,114,87,102,99,101,103,85
COc1cccc(N2C(=O)CSC2=S)c1,102,92,90,89,90,107,102,80
Cc1cc(N)c(S(=O)(=O)O)cc1Cl,95,106,93,103,98,102,105,78
COc1ccc2nc3ccccc3[n+]([O-])c2c1,105,108,89,90,91,86,92,110
Cc1c(NC(C)C)c(=O)n(-c2ccccc2)n1C,100,111,102,107,103,106,101,103
COc1ccc(OC)c2c1[nH]c(=O)c1c3ncccc3cn21,17,26,22,30,37,-3.6*,34,34
CCCc1cccc(CCC)c1NC(=O)Nc1cc(Cl)cc(Cl)c1,101,107,101,100,92,109,95,101
COc1cc(C(=O)OC2c3ccccc3CCC2N(C)C)cc(OC)c1OC (stereo unspecified),90,108,92,98,105,93,93,97
CCOC(=O)CC1CSC(Nc2cc(C(F)(F)F)cc(C(F)(F)F)c2)=N1 (stereo unspecified),102,118,96,100,108,91,102,91
Cc1cc(C)nc(SCC(=O)Nc2ccc(-c3nc4ccccc4[nH]3)cc2)n1,66,92,96,88,98,111,100,85
COc1c(O)cc2oc3cc(O)c(CC=C(C)C)c(O)c3c(=O)c2c1CC=C(C)C,55,62,48,96,89,56,58,41
C#CCN1C(=O)/C(=c2\sc3n(c2=O)NC2C(N=3)N(CC)C(=O)N2CC)c2ccccc21 (stereo unspecified),67,41,94,89,39,87,76,47
CCOC(=O)n1cc(-c2nonc2-c2cn(C(=O)OCC)c3ccc(OC)cc23)c2cc(F)ccc21,85,91,88,87,94,69,85,68
Cc1c(C(=O)N[C@@H](Cc2ccccc2)C(=O)C(=O)NCc2ccccc2)oc2cc(O)ccc2c1=O,105,129,104,101,102,106,117,103
CC(=O)N=C1N(/C=C2\C(=O)Oc3ccccc3C2=O)C(=O)/C(=C/c2ccc(OC(C)=O)cc2)N1C,98,·,98,103,113,115,96,100
COc1ccc(N2C(=O)C3c4[nH]c5ccc(OCc6ccccc6)cc5c4C4CCC(C(C)C)CC4C3C2=O)cc1 (stereo unspecified),·,113,19,104,118,114,97,88
COc1ccc(-c2cc(-c3cccs3)c3c(=O)[nH]c(SCC(=O)Nc4ccc(S(N)(=O)=O)cc4)nc3n2)cc1,100,99,98,89,96,89,95,89
COc1cc2oc(-c3cccc(C(=O)Nc4ccc(Cl)cc4)c3)cc(=O)c2c(OCC(=O)NCC(=O)OC(C)(C)C)c1OC,86,103,98,95,84,101,93,84
CC1(C)CC[C@]2(C(=O)N[C@@H](Cc3ccccc3)C(=O)O)CC[C@]3(C)C(=CC[C@@H]4[C@@]5(C)Cc6c([nH]c7ccccc67)C(C)(C)[C@@H]5CC[C@]43C)[C@@H]2C1,69,94,63,79,96,66,84,52

# (continued)
SMILES,OVCAR-8,DU-145,U251,SNB-19,SF-539,SF-295,SF-268,PC-3
O=C1CCC23OC=CC2C2(Nc4ccccc4NC2=O)c2cc(F)ccc2N13 (stereo unspecified),105,105,107,106,94,109,92,97
NC(=S)N/N=C1\c2cc(Cl)ccc2-c2c1cc(Cl)cc2[N+](=O)[O-],65,79,45,69,94,34,76,60
O=C(Cn1c2ccccc2c2ccncc21)N/N=C/c1cc(O)c(O)c(O)c1,103,104,101,94,93,110,98,102
CC/C(=C(\c1ccc(OCCN2CCCCCC2)cc1)c1ccc(OC(=O)Cc2ccccc2)cc1)c1ccccc1,93,114,94,100,106,98,100,96
N[C@@H](Cc1cc(I)c(Oc2ccc(O)c(I)c2)c(I)c1)C(=O)O,96,125,97,119,88,95,101,88
CCOC(=O)c1c2c(c(-c3ccc(OC)cc3)n1Cc1ccccc1OC)CCCc1cnoc1-2,82,92,86,87,89,71,87,56
CCc1ccc(C(=Nc2ccc(N(C)C(=O)CN3CCN(C)CC3)cc2)c2c(O)[nH]c3ccc(C(=O)OC)cc23)cc1,-34*,-12*,-75*,-85*,-98*,-88*,-70*,-61*
CCOC(=O)C1=C(C)OC(N)=C(C#N)C1c1cc2ccccc2n2nnnc12 (stereo unspecified),94,115,95,98,90,96,101,80
O=c1[nH]c(=O)n(C2OC(CO)C(O)C2O)cc1I (stereo unspecified),96&99,112&117,111&99,107&108,102&105,102&125,112&102,92&87
CCCCSc1nc2c([nH]1)c(=S)n(C)c(=O)n2C,112,103,104,102,100,·,96,85
COc1cccc(-c2nc3sccn3c2-c2ccnc(NCCNS(=O)(=O)c3ccc(F)cc3)n2)c1,67,97,95,103,96,·,88,69
CC(C)CSc1nc(-c2ccc(F)cc2)c(C#N)c(N(CCO)CCO)n1,100,96,96,104,103,101,93,93
CC(C)(C)C(=O)Nc1ccc(C(=O)Nc2cccc(-c3nc4ccccc4[nH]3)c2)cc1,98,98,69,105,83,80,94,92

# Screening results as filed in PubChem BioAssay.
